ARNT TACC3 PPI: disruptors of human ARNT/TACC3 interaction; Q9Y6A5; AlphaScreen His-ARNT PAS-B/GST-TACC3 binding, luminescence; TACC3 fragment carries E629A point mutation; inhibition, % at 9.99 µM; 390,000 tested, 0.66% active; AID 623870;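 active = mean inhibition of replicates at least 50% and at least half of replicates each reaching 50%; inconclusive = half or more replicates reach 50% but mean below 50%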;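 note: 0% = complete ARNT plus TACC3 wells and 100% = ARNT alone without TACC3; many hits fall short of the cut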
ERp5 block: inhibitors of human ERp5; Q15084; ERp5 insulin aggregation, absorbance 650 nm, 90 min; inhibition, % at 9.99 µM; 350,000 tested, 0.05% active; AID 651711;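 active = mean replicate inhibition above about 25%, with every replicate also reaching it, limit read from the data, passing the limit was not always enough; inconclusive = only one of those two criteria met; inactive = neither criterion met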
PglD DTNB: inhibitors of Campylobacter jejuni PglD acetyltransferase; purified PglD enzyme, DTNB colorimetric CoA detection; inhibition, % at 12.5 µM; 360,000 tested, 0.098% active; AID 602405; in the data active = inhibition above about 16%, passing the limit was not always enough; inconclusive = no clear call, values can overlap the other calls; note: strong numbers were not always called active
RAD52 anneal inh: RAD52 (human) annealing inhibition; recombinant RAD52 DNA annealing, FRET fluorescence; inhibition, % at 18.7 µM; 360,000 tested, 0.46% active; AID 651710;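 active = every replicate showing at least 50% inhibition; inconclusive = mean inhibition at least 50% but not in every replicate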
esBAF inh: inhibitors of esBAF chromatin remodeling in mouse ES cells | AID 602393 | reporter increase, % at 12.5 µM | Bmi1-luciferase knock-in reporter, 24 h; 100% = twice the neutral-well signal | 350,000 tested, 2% active; in the data active = activation above about 40%; inconclusive = no clear call, values can overlap the other calls;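 note: 0% = median of the plate's neutral control wells and 100% = double that signal; a rise in the Bmi1 reporter signal indicates esBAF inhibition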
E-selectin induc: E-selectin induction on HUVECs; activation, % at 7.58 µM; HUVEC E-selectin immunofluorescence imaging; normalized: neutral wells 0, TNF-alpha wells 100; 260,000 tested, 0.37% active;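 active = mean E-selectin-positive cell signal at least 10% of the positive control, reached in at least 60% of replicates, without over 20% cell loss; inconclusive = no rule given, readout overlaps actives, possibly toxicity-flagged; inactive = the rest, including those meeting only one limit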;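 note: in these data hits start at about 27%; measured in HUVEC primary endothelial cells; signal is the percent of cells scored E-selectin positive by PE staining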
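System: HUVEC, human umbilical vein endothelial cells; quantity: 3,000 cells/well; buffer or medium: EGM-2 medium, gelatin-coated wells; dosing: single-point compound dose; detection: immunofluorescence imaging; evaluation: % PE-positive cells; benchmarks: TNF-alpha, DMSO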
RAD54 branch: blocks human RAD54 Holliday junction branch migration; Q92698; FAM/BHQ fluorescence; inhibition, % at 10.4 µM; 360,000 tested, 0.14% active; AID 602329;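 active = mean normalized replicate activity at least 40 and at least half of replicates scoring 40 or more; inconclusive = only one of the two criteria met; inactive = mean below 40 and under half of replicates reaching 40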;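 note: 0% = median of neutral control wells and 100% = median of positive control wells; inhibitors cause a drop in the FAM fluorescence signal; in these data hits start at about 50%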
Target sequence (Q92698 whole entry, looked up): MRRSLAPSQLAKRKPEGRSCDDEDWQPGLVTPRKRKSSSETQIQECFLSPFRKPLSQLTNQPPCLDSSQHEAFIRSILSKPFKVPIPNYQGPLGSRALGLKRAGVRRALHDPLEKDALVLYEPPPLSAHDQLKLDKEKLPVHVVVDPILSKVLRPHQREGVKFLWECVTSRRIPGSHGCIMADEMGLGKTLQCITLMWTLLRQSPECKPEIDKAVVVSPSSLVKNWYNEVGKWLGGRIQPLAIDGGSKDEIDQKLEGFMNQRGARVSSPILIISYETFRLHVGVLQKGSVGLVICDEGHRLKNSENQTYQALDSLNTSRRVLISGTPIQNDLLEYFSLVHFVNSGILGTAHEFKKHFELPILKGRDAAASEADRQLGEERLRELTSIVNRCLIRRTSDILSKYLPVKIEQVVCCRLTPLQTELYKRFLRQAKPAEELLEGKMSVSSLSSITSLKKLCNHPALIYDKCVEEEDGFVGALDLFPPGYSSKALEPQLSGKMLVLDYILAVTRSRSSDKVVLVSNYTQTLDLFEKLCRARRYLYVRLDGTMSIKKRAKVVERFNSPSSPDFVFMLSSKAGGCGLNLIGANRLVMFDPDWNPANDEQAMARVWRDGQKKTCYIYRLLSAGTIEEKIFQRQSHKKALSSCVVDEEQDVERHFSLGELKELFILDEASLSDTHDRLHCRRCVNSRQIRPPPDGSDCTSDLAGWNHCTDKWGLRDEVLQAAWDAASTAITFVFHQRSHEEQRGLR
Casp6 inh: blocks human caspase-6 cleavage activity; 350,000 tested, 0.53% active; P55212; purified caspase-6, Z-VEID-R110 cleavage fluorescence; AID 686996; inhibition, % at 12.5 µM;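 active = mean inhibition across replicates at least about 35%, with every replicate also reaching that limit, limit read from the data; inconclusive = only one of the two criteria met; inactive = neither criterion met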;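 note: 0% = median of neutral control wells and 100% = no fluorescence left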
Target sequence (P55212 24-179 limits assumed): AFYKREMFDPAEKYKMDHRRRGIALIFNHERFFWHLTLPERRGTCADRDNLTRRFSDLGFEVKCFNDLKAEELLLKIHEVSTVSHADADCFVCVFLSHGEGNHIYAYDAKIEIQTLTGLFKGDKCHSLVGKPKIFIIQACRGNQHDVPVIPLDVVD
Target sequence (P55212 194-293 limits assumed): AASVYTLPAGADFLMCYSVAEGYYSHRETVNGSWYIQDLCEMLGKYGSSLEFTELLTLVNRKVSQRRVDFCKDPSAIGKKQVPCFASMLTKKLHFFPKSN
Numbers without * were called inactive; ? = inconclusive; . = no result given.

SMILES	PglD DTNB	ARNT TACC3 PPI	Casp6 inh	ERp5 block	E-selectin induc	RAD52 anneal inh	RAD54 branch	esBAF inh
C[C@@H]1CCCCO[C@H](CN(C)Cc2ccccc2)[C@@H](C)CN([C@@H](C)CO)C(=O)c2cc(NS(=O)(=O)c3ccc(Cl)cc3)ccc2O1	1	4	-1	-2	.	64*	-2	-3
CCOC(=O)c1ccc2ncc(C(=O)OCC)c(NCCCN3CCOCC3)c2c1	-6	-8	.	.	.	.	34	-3
CSc1nc(N)c2c3c(sc2n1)COC(C(C)C)C3 (centres undefined)	-6	-2	.	.	.	.	7	6
CCOc1ccccc1Nc1cc2n(c(=O)n1)CCc1cc(OC)c(OC)cc1-2	.	18	-3	3	.	1	.	-9
COc1ccc(OCCSc2nc3ccccc3c(=O)[nH]2)cc1	-6	6	.	.	.	.	-8	4
CCCN1CCN(CCCNC(=O)Cn2nc(-c3ccccc3)ccc2=O)CC1	-6	2	.	.	.	.	0	-8
Cc1ccc(Cn2nnc3c(=O)n(CC(=O)NCC4CCCO4)cnc32)cc1 (centres undefined)	4	6	5	-1	.	1	2	4
O=C1C=CC(=O)N1c1ccccn1	2	1	1	4	-0.9	-18	5	2
COc1cccc(-c2nnc3n2N=C(c2cccc(Br)c2)CS3)c1	-5	3	.	.	.	.	2	-13
COc1ccc(C(=O)NCC(=O)NC2=NCCS2)cc1	-2	0	-1	-1	.	-3	1	3

(more compounds)
SMILES	PglD DTNB	ARNT TACC3 PPI	Casp6 inh	ERp5 block	E-selectin induc	RAD52 anneal inh	RAD54 branch	esBAF inh
COc1cc(NC(=O)COC(C)=O)c(C)cc1[N+](=O)[O-]	5	-6	2	5	-3.0	-6	9	-4
COc1ccc(NC(=O)N2CCCCN3[C@H](CO)[C@@H](c4ccc(-c5ccccc5F)cc4)[C@@H]3C2)cc1	-1	10	2	0	-0.3	56*	7	-5
C[C@H]1CN([C@@H](C)CO)S(=O)(=O)c2ccc(-c3cccc(C#N)c3)cc2O[C@@H]1CN(C)Cc1ccccn1	-1	-8	3	-5	.	7	3	-5
CCC1Sc2ccc(S(=O)(=O)Nc3cc(OC)cc(OC)c3)cc2NC1=O (centres undefined)	-3	33	3	0	.	-25	10	5
CCC(=O)Nc1ccc(NC(=O)CSc2nnnn2Cc2ccccc2)cc1C	5	-5	-2	4	0.0	-11	-6	0
COc1ccc(NC(=O)Nc2ccc3c(c2)[C@H]2C[C@@H](CC(=O)N[C@@H](C)c4ccccc4)O[C@H](CO)[C@H]2O3)cc1	1	-13	-1	3	-0.1	-20	-3	-2
COc1ccc(Cl)cc1S(=O)(=O)N1CCN(CC(=O)C(C)(C)C)CC1	-4	-3	.	.	.	.	-3	-2
COCCCNC(=O)C(CC(N)=O)NC(=O)OCc1ccccc1 (centres undefined)	4	-6	1	-4	6.1	-3	-9	-6
CCOC(=O)C1=C(C)NC(C)=C(C(=O)OCC)C1C(=O)OCC(=O)NCc1ccco1	1	-18	0	-4	-0.2	-2	1	.
Cc1ccc(S(=O)(=O)N(C)CC(=O)N2CCCCCC2)cc1	4	-7	-2	2	.	0	4	1

More results.
SMILES	PglD DTNB	ARNT TACC3 PPI	Casp6 inh	ERp5 block	E-selectin induc	RAD52 anneal inh	RAD54 branch	esBAF inh
C[C@H]1CN([C@@H](C)CO)C(=O)Cc2cc(NS(C)(=O)=O)ccc2O[C@@H]1CN(C)Cc1ccc(-c2ccccc2)cc1	10	1	5	-3	.	-2	-10	-4
COc1ccc(NC(=O)COC(=O)c2ccc(OC)c(S(=O)(=O)N3CCCC3)c2)cc1OC	2	0	0	1	1.7	-14	-13	-1
CCc1ccccc1NS(=O)(=O)c1cccc2nsnc12	0	6	6	2	1.1	-17	1	10
CCC(CC)C(=O)N(C)c1c(C)nc2c(OCc3ccc(Cl)cc3Cl)cccn12	13	.	2	-11	0.0	-23	-1	5
CCOC(=O)c1ccccc1NC(=O)C(C)Oc1ccccc1 (centres undefined)	5	-16	.	.	.	.	-6	-9
CC(C)CC#Cc1cnc2c(c1)C(=O)N([C@@H](C)CO)C[C@H](C)[C@@H](CN(C)C(=O)Cc1ccncc1)O2	2	2	0	4	0.6	8	-8	-3
COc1ccc(C#Cc2ccc3c(c2)[C@@H]2[C@@H](CCN2C(=O)C2CCC2)[C@@H](CO)N3)cc1	.	.	0	-1	0.6	-18	.	.
CC(C)c1c(O)nc(SCc2ccccc2)[nH]c1=O	8	-2	.	.	.	.	0	5
CC(C)C[C@@H](CN1C(=O)C(=O)NC[C@@H]1CC(C)C)NC(=O)Cc1ccccc1	-2	-1	0	5	.	-5	6	3
CN1CCN(C(=O)c2cn(-c3ccccc3)nc2-c2cccs2)CC1	4	0	-1	0	-0.1	2	9	.

More compounds follow:
SMILES	PglD DTNB	ARNT TACC3 PPI	Casp6 inh	ERp5 block	E-selectin induc	RAD52 anneal inh	RAD54 branch	esBAF inh
COCC(=O)N1C[C@H](C)[C@@H](OC)CN(C)C(=O)c2ccc(NC(=O)c3ccc(F)cc3)cc2OC[C@H]1C	1	-13	-2	-6	0.2	10	-4	1
Fc1ccc(CCN2CCN=C2Nc2ccccc2)cc1	0	-2	-3	-9	0.1	-13	-2	-1
Cc1ccc(S(=O)(=O)N(C)C[C@H]2OCCCC[C@H](C)Oc3ccc(NC(=O)c4ccncc4)cc3C(=O)N([C@H](C)CO)C[C@H]2C)cc1	-3	14	-1	0	0.0	10	-10	-3
CCOC1C(=O)NC(=O)N1Cc1ccccc1 (centres undefined)	-6	-6	0	1	.	-25	-1	-4
Cc1ccc(C(=O)NC2CCCC2)cc1S(=O)(=O)N1CCCCC1	-2	-4	0	5	0.0	-19	1	.
Cc1ccc(C(=O)N2CCN(c3ccccc3)CC2)cc1NC(=O)c1ccco1	-4	-7	1	8	-0.2	-8	-2	-7
O=C(C[C@@H]1C=C[C@@H](NS(=O)(=O)c2ccc(F)cc2)[C@@H](CO)O1)NCc1ccc(Cl)c(Cl)c1	-4	.	-1	-3	0.0	4	-1	12
COc1ccc(CCNC(=O)COc2ccc3c(C)cc(=O)oc3c2)cc1	6	-10	-1	-6	2.3	-17	3	-4
COc1ccc2c(CC(=O)Nc3nc(C)cs3)coc2c1	.	1	0	3	2.4	-31	.	.
O=C(O)COc1ccccc1/C=N/NC(=O)CNC(=O)c1ccco1	.	-6	9	4	0.7	-5	.	.

(more compounds)
SMILES	PglD DTNB	ARNT TACC3 PPI	Casp6 inh	ERp5 block	E-selectin induc	RAD52 anneal inh	RAD54 branch	esBAF inh
COc1cc(C(C(=O)Nc2c(C)cccc2C)N(C)C(=O)c2ccc(-n3cnnn3)cc2)ccc1O (centres undefined)	-2	-3	-4	1	-0.2	-2	.	-5
O=C(NCC1CCCO1)C(c1ccncc1)N(Cc1cccs1)C(=O)Cn1nnc(-c2ccc(F)cc2)n1 (centres undefined)	.	-3	3	-1	.	-34	.	.
CCOP(=O)(OCC)/C(=N/OC(=O)c1ccc(OC)cc1)C(N)=O	-8	1	-1	7	0.3	-14	-5	0
Cc1noc(C)c1S(=O)(=O)Nc1ccc2c(c1)C(=O)N([C@@H](C)CO)C[C@@H](C)[C@@H](CN(C)S(=O)(=O)c1cn(C)cn1)OCCCC[C@@H](C)O2	-1	-2	-6	0	.	8	-3	-5
O=C(NOC(=O)c1c(F)cccc1Cl)c1ccc(Cl)c(Cl)c1	-5	-17	2	5	.	-5	-3	21
CCC(C)(C)NC(=O)c1ccc2c(c1)S(=O)(=O)c1ccccc1C2=O	6	9	.	.	.	.	5	-5
Cc1ccc(C)c(NC(=O)CCNS(=O)(=O)c2ccc3[nH]c(=O)oc3c2)c1	3	1	8	-7	.	-9	-8	3
O=C(O)c1cc(Cl)c(Cl)cc1C(=O)NCc1ccco1	-3	-8	-2	0	.	-16	-9	4
COc1ccc(C=NNC(=O)CCCC(=O)NN=Cc2ccc(OC)c(OC)c2)cc1OC	.	-1	-4	-9	0.7	-15	.	.
CC(C)OCCCNC(=O)c1c(N)n(/N=C/c2ccccn2)c2nc3ccccc3nc12	-1	-9	.	.	.	.	-8	-5

Later entries:
SMILES	PglD DTNB	ARNT TACC3 PPI	Casp6 inh	ERp5 block	E-selectin induc	RAD52 anneal inh	RAD54 branch	esBAF inh
NC(=O)c1cc(-c2cccnc2)nc2ccc(Br)cc12	-5	-17	-1	-2	0.1	-7	6	.
CCCCCn1c(CNC(=O)c2cccs2)nc2ccccc21	3	-5	.	.	.	.	-3	4
CC(C)Cn1c(=O)c(-[n+]2ccccc2)c([O-])c2ccccc21	-4	.	3	0	.	-9	-9	1
COc1ccc(/C=N/NC(=O)CN2CCCC2)cc1	-5	-4	1	1	0.0	-21	7	2
O=C(COc1ccc2ccc(=O)oc2c1)Nc1nccs1	-8	-3	0	4	.	-14	-24	37
CCOC(=O)c1ccc(N/C=C/C(=O)c2ccc(OC)cc2)cc1	-7	-7	.	.	.	.	-15	?
CCCCC(=O)N/N=C/c1sccc1C	-1	-4	0	1	0.2	-16	4	20
Cc1cccc(OCC(=O)O/N=C(\N)Cc2ccc([N+](=O)[O-])cc2)c1	5	-15	0	1	.	-29	10	1
C[C@@H]1CN([C@@H](C)CO)C(=O)Cc2cc(NS(C)(=O)=O)ccc2O[C@@H]1CN(C)C(=O)Nc1ccc2c(c1)OCO2	2	-3	.	.	0.4	.	7	9
Cc1noc(C)c1NC(=O)N[C@H]1CC[C@H](CC(=O)N2CCN(C)CC2)O[C@@H]1CO	3	-2	3	0	-0.2	-10	-7	0

Next entries:
SMILES	PglD DTNB	ARNT TACC3 PPI	Casp6 inh	ERp5 block	E-selectin induc	RAD52 anneal inh	RAD54 branch	esBAF inh
COc1ccc(-c2ccc3c(c2)[C@@H]2[C@@H](CCN2C(=O)C2CC2)[C@@H](CO)N3C)cc1	1	3	0	2	0.1	68*	10	4
Cc1occc1C(=O)N(C)CC1CCCN(CCc2ccc(Cl)cc2)C1 (centres undefined)	5	.	-7	0	0.1	-5	-8	-4
C[C@H](CO)N1C[C@H](C)[C@@H](CN(C)Cc2ccc(Oc3ccccc3)cc2)Oc2ccc(NC(=O)Nc3ccc(C(F)(F)F)cc3)cc2C1=O	1	0	-1	-6	273*	30	2	-3
CCC(C)(NC(=O)CNC(C)=O)C(=O)NC1CCCCC1 (centres undefined)	-3	-7	.	.	.	.	1	-1
O=C(c1cccc([N+](=O)[O-])c1)N1CCCN(C(=O)c2cccc([N+](=O)[O-])c2)CC1	4	0	.	.	.	.	-3	-4
O=C(O)C1Nc2c(Cl)cc(Cl)c(Cl)c2C2C=CCC12 (centres undefined)	8	-1	40*	-3	.	-53	1	-15
COc1ccccc1N1CCN(CC(=O)Nc2nccs2)CC1	-2	0	4	3	.	-12	2	-3

Screens deposited in PubChem by Broad Institute.

No enrichment for hits. About 3.2% of those tested had a hit in this group.
